TSG101-PTAP inh: blocks PTAP/TSG101 interaction to inhibit HIV-1 budding; Q99816; Fluorescence polarization, FITC-PTAP peptide / Tsg101 binding; Potency, µM (titrated, usually from 115 µM), for the others: at the highest dose activity change, negative = inhibition, hits mostly inhibitors; 340,000 tested, under 10 active; AID 493005; active means well fitted inhibition curve with a large enough effect in the main read-out, with a control signal flat, not every such curve was filed as active; inconclusive means small, poorly fitted or top-dose-only effect, or effect the other way, or a change in a side signal; inactive means no such curve, though single readings can be large or run the other way; further: potency means the concentration at half of the fitted maximal effect; % of control where 0% means no effect
Target sequence (Q99816 whole entry, looked up): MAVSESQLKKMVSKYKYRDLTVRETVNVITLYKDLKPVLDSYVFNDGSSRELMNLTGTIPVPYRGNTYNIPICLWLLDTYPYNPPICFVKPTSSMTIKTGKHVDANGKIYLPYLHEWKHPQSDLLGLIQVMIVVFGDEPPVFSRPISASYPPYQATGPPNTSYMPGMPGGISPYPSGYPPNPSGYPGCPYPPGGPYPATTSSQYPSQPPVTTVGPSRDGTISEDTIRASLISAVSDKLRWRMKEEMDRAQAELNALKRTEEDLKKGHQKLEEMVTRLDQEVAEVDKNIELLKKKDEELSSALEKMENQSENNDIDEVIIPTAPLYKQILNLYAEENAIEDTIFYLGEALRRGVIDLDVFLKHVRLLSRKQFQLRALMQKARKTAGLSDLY
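Tsg101 binding domain (10 uM final) was mixed with compound and a FITC-labeled PTAP peptide (50 nM final) in HEPES pH 7.5 buffer with NaCl, Tween 20, EDTA and TCEP; fluorescence polarization was read after 20 min at r.t.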
Tb PFK block: T. brucei PFK enzyme inhibition; O15648; T. brucei PFK, ADP-Glo luminescence; Potency, µM (top dose mostly 57.5 µM), for inactives: top-dose activity, negative = inhibition, actives largely listed as inhibitors; 0.17% of 330,000 active; AID 485367;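 further: potency means the concentration at half of the fitted maximal effect; 0% = uninhibited 1x PFK enzyme wells and -100% = no-enzyme wells; nearly all actives have a fitted effect of over 60% in size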
Target sequence (O15648 whole entry, looked up): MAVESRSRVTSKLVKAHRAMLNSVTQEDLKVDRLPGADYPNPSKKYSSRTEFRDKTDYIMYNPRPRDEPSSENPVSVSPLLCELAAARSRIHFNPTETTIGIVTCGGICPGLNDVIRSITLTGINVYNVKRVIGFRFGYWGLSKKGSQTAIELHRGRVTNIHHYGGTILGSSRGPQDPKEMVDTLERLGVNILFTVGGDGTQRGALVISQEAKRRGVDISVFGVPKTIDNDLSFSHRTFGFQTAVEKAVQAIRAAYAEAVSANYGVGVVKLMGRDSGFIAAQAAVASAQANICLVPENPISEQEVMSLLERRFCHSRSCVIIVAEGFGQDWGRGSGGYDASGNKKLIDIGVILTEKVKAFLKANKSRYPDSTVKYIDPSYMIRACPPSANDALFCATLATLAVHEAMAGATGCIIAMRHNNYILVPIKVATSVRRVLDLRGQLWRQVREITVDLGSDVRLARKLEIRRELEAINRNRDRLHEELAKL
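1.25 nM PFK with 0.5 mM F6P and 0.1 mM ATP in 0.1 M TEA pH 8.0, 5 mM MgCl2, incubated 45 min at room temperature; ADP measured by ADP-Glo luminescence; compounds titrated up to 57 uM.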
Menin MLL FP TR: menin-MLL binding inhibition, Texas Red mutant peptide; O00255; Menin + Texas Red MLL mutant peptide, fluorescence polarization; Potency, µM (top dose mostly 61.6 µM), without a hit: at the top dose FP activity change, negative = inhibition, most hits filed as inhibitors; 0.23% of 270,000 active; AID 1768; active means well fitted inhibition curve with a large enough effect in the polarisation, with a control signal flat, not every such curve was filed as active; inconclusive means small, poorly fitted or top-dose-only effect, or effect the other way, or a change in a side signal; inactive means no such curve, though single readings can be large or run the other way; the % refers to the polarisation; further: potency means the concentration at half of the fitted maximal effect; % of control where 0% means no effect; many of its hits are not listed in these tables
FBPA coupling cs: inhibits coupling enzyme system, counter-screen for aldolase hits. coupling enzyme system counterscreen, AmpLite Red fluorescence. activity change, negative = inhibition, % at 58.2 µM, hits read low. 0.67% of 290,000 active; in the data active means activity change below about -30%; further: on the % scale 0 is the no-effect control and ±100 the full control effect
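Counterscreen of the coupled detection system alone, without aldolase: glyceraldehyde-3-phosphate coupling enzymes plus AmpLite Red readout. Compounds at 57.5 uM final, 10 min RT preincubation, 20 min RT reaction, fluorescence 525/598 nm.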
S-ASM inh: inhibitors of human secretory acid sphingomyelinase; P17405; placental ASM, HMU-PC fluorogenic substrate, 60 min; Potency, µM (series often up to 57.5 µM), without a hit: at the top dose activity change, negative = inhibition, hits mostly inhibitors; 0.006% of 340,000 active; further: potency means the concentration at half of the fitted maximal effect
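Steps: dispense placental human ASM, pin compound, wait 10 min at room temperature, add HMU-PC0 substrate at 9 uM final, incubate 60 min at 37 °C, add stop solution raising pH to 10, read fluorescence.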
Integrin act MD: integrin-mediated muscular dystrophy alleviation activation; alpha7betagal myoblasts, beta-gal FDG fluorescence, 48 h; Potency, µM (highest dose often 38.3 µM), for inactives: at the highest dose activation, most hits filed as activators; 0.064% of 350,000 active; AID 624291;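 further: potency means the concentration at half of the fitted maximal effect; 100% = response of the positive control SU9516; nearly all actives have a fitted effect of over 60% in size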
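alpha7betagal+/- myoblasts (passage 13, 250/well) treated 48 h at 37C with compounds at 1:260 dilution of DMSO stock. Lysed, then beta-galactosidase activity read as FDG fluorescence (ex 480/em 540) after 30 min, with pre-read for autofluorescence.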
Chronic BCR inh: inhibitors of chronic active B-cell receptor signaling; ABC-DLBCL IkBa-CBG/CBR reporter, luminescence ratio, 4 h; Potency, µM (top dose mostly 46.1 µM), for inactives: at the top dose ratio change, negative = lower green/red ratio, usual class: inhibitors; 0.05% of 340,000 active; AID 493014; active means well fitted inhibition curve with a large enough effect in the signal ratio, with a control signal flat, not every such curve was filed as active; inconclusive means small, poorly fitted or top-dose-only effect, or effect the other way, or a change in a side signal; the % refers to the signal ratio;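 further: potency means the concentration at half of the fitted maximal effect; plate controls were basal doxycycline-induced cells for no effect and cells given 10 µM MG132 for full effect; MG132 reads +100%, hits lower the ratio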
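Concentration-response series (up to 46 uM) were applied to TMD8 dual-reporter cells for 4 h at 37C with doxycycline. Green/red ratio, after filter-overlap correction, defined %Activity; red signal alone was normalised to basal cells and zero luminescence.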
Giardia kill: kills Giardia lamblia | Giardia lamblia trophozoite viability | activity change, % at 7.66 µM, hits read low | 0.15% of 340,000 active; in the data active means activity change below about -80%; inconclusive means between about -30% and that limit;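 further: parasites exposed to compound for two days anaerobically before the ATP read; on the % scale 0 is the no-effect control and ±100 the full control effect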
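Giardia lamblia trophozoites (100 cells/well) were incubated with compounds for 48 h at 37 deg C under anaerobic conditions. Viability was read as ATP content by one-step luminescence after 15-30 min at room temperature.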
B2AR arrestin: beta2AR (human) beta-arrestin recruitment activity; P07550; beta-arrestin recruitment to beta2AR, cell-based reporter; Potency, µM (highest dose often 46.1 µM), without a hit: top-dose activation, actives largely listed as activators; 0.02% of 330,000 active; AID 492947;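 further: potency means the concentration at half of the fitted maximal effect; 0% = DMSO controls and full agonism = EC100 isoproterenol or metaproterenol; nearly all actives have a fitted effect of over 65% in size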
PKM2 activator: PKM2 (human) enzyme activation | purified PKM2, Kinase-Glo ATP luminescence, activation; response scale: 0% is enzyme alone, no compound | Potency, µM (titrated, usually from 57.5 µM), for the others: top-dose activation, usual class: activators | 0.34% of 260,000 active | AID 1631; further: potency means the concentration at half of the fitted maximal effect; on the % scale 0 is the no-effect control and ±100 the full control effect; nearly all actives have a fitted effect of over 55% in size
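hPK-M2, >95% pure; 0.1 mM ADP / 0.5 mM PEP final; imidazole pH7.2 buffer w/ 7 mM MgCl2, 50 mM KCl; 1 h RT; Kinase-Glo lum. Intermediate enzyme activity for dual inhibitor/activator qHTS.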
GALK inh: galactokinase (human) inhibition; AID 1868; 0.007% of 270,000 active; P51570; Purified GALK, Kinase-Glo residual ATP luminescence; Potency, µM (series often up to 57.5 µM), without a hit: at the top dose activity change, negative = inhibition, actives largely listed as inhibitors; further: potency means the concentration at half of the fitted maximal effect; on the % scale 0 is the no-effect control and ±100 the full control effect
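Kinase-Glo Plus luminescence measured ATP left after a 1 h room-temperature reaction. The reaction used 5 nM GALK, 100 uM galactose and 35 uM ATP at pH 8.0 (20 mM HEPES, 5 mM MgCl2, 60 mM NaCl, 1 mM DTT, 0.01% BSA).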
An asterisk follows results filed as active; ? = inconclusive; . = no result given; & = joins results of further samples; [ ] = remark or other dose. Unless noted, the call rests on the fitted dose curve; in most records, active means well fitted curve in the direction sought with a large enough effect; inconclusive means small, poorly fitted or top-dose-only effect, or another doubt; inactive means no such curve, though single readings can be large; an effect the other way counts as inactive or inconclusive. A portion of the library; rates above refer to the full screens.

SMILES	TSG101-PTAP inh	Tb PFK block	Menin MLL FP TR	FBPA coupling cs	S-ASM inh	Integrin act MD	Chronic BCR inh	Giardia kill	B2AR arrestin	PKM2 activator	GALK inh
Cc1ccc(N2CC(C(=O)Nc3ccc4c(c3)OCO4)CC2=O)cc1 (stereo not drawn)	-6%	3%	-13%	0	1%	17%	?	9	-0.1%	13%	3%
COc1cccc(CN(C)C(=O)Cc2c[nH]c3ccccc23)c1OC	-3%	3%	.	3	0%	-6%	1%	8	-0.2%	.	5%
COc1ccc(S(=O)(=O)NCC(c2ccc(C)cc2)N2CCN(C)CC2)cc1OC (stereo not drawn)	2%	-5%	.	.	2%	3%	-13%	14	0.1%	.	.
O=C(O)CCCCCNCc1ccncc1	-3%	-2%	-6%	2	3%	6%	0%	2	0.3%	-1%	-1%
COc1ccccc1Cc1nc2ccccc2n1S(=O)(=O)c1ccc(Cl)cc1	0%	1%	6%	-3	4%	1%	-2%	-15	-0.5%	1%	.
CC(=O)N1CCc2cc(S(=O)(=O)CCC(=O)NCc3ccco3)ccc21	-7%	-5%	-11%	1	1%	8%	?	-23	0.0%	1%	1%
c1ccc(C2=Nc3cccc4cccc(c34)N2)cc1	-2%	-3%	?	2	4%	-1%	0%	14	-0.2%	-6%	-1%
O=C1OC2(c3ccccc31)c1cc(I)c(O)c(I)c1Oc1c2cc(I)c(O)c1I	.	?	?	-9	.	.	?	.	0.2%	.	.
COc1cc(/C=C2/C(=N)N3OC(C)=CC3=NC2=O)ccc1OCCOc1ccc(C)cc1	-8%	1%	.	0	46%[activator]	-6%	23%	-3	0.1%	-3%	-1%
C=CCc1ccc(O)c(-c2ccc(O)c(CC=C)c2)c1	0%	-1%	?	-2&-2&-1	?	-36%	7%	14	-0.1%	1%	-1%
COc1ccc(C(CNC(=O)c2ccc(S(=O)(=O)Nc3ccc(F)cc3)cc2)N(C)C)cc1 (stereo not drawn)	-7%	7%	-6%	-1	-1%	-22%	-9%	-9	0.2%	0%	-2%
Cc1ccc2nc(NC(=O)c3ccc(Cl)s3)sc2c1	-5%	0%	?	-1	2%	21%	.	-6	-0.5%	0%	-1%
CCn1c(SCC(=O)NC(C)(C)C)nnc1-c1ccoc1C	-4%	0%	-1%	2	3%	-60%[inhibitor]	9%	11	0.0%	-1%	-3%
O=C(COc1cccc2cccnc12)N/N=C/c1ccc(O)cc1	0%	0%	-19%	1	-2%	9%	-15%	-2	-0.5%	6%	0%
COc1ccc(CN(C)C(=O)c2ccc(NC(=O)CC3SC(N4CCCC4)=NC3=O)cc2)c(OC)c1 (stereo not drawn)	-11%	1%	.	.	5%	-26%	?	-7	0.1%	.	.
Cc1cc(SCC(=O)NCCN2C(=O)CSC2=O)nc2c(C)cccc12	-6%	-1%	-10%	-1	3%	-5%	-3%	-16	-0.1%	-18%	0%
CC(=O)NC(CC(=O)Nc1ccc(S(=O)(=O)N2CCCCC2)cc1)c1ccccc1 (stereo not drawn)	-4%	2%	.	2	1%	6%	?	-5	0.0%	4%	0%
Cn1cc(S(=O)(=O)N2CCOCC2)cc1C(=O)NCCc1ccccc1	2%	-7%	18%	1	2%	-18%	0%	-3	0.0%	2%	.
O=C(NNc1ccc([N+](=O)[O-])cc1)Nc1ccccc1	-2%	?	5%	-2	-8%	?	1%	?	0.0%	-7%	-4%
CC(C)c1ccc(C(=O)Nc2ccc(N3CCOCC3)cc2)cc1	-10%	0%	-1%	2	-2%	1%	?	-20	-1.9%	-1%	.
CCCN1CCc2c(sc(NC(=O)c3ccc(S(=O)(=O)N4CCCC4)cc3)c2C(N)=O)C1	6%	3%	?	-1	9%	25%	?	-18	-0.1%	1%	4%
Cc1cc(-n2c(C)cc(C(=O)COc3cc(F)ccc3[N+](=O)[O-])c2C)no1	-2%	-1%	.	.	-8%	-55%	?	27	-0.1%	.	.
CCc1ccc(CNC(=O)CCc2nnc(Cc3cccc(C(F)(F)F)c3)o2)nc1	-3%	-10%	-1%	0	1%	19%	2%	9	-0.6%	3%	1%
CCOC(=O)C1CCN(c2c(C(=O)c3ccccc3)cnc3ccc(CC)cc23)CC1	1%	-3%	?	2	-11%	-15%	?	-25	0.0%	2%	-1%
CN1CCN(C(=O)c2cc(C(C)(C)C)cc(C(C)(C)C)c2)CC1	-2%	4%	-27%	0	4%	33%	?	36[activator]	0.2%	0%	-1%
COc1ccc(N2CCN(C(=O)c3cc(=O)c4cc(C)ccc4o3)CC2)cc1	-1%	-3%	?	3	-9%	-28%	0%	-13	0.4%	.	4%
O=C(CSc1nc2ccccc2s1)Nn1cnnc1	2%	2%	9%	17	-6%	?	-1%	13	-0.2%	?	0%
N/C(=N\OC(=O)CN1C(=O)c2ccccc2C1=O)c1ccc(Cl)cc1	-4%	0%	-14%	-1	-8%	0%	-3%	0	-0.1%	-1%	0%
CCOc1ccccc1C(=O)Nc1nncs1	-5%	-2%	14%	0	2%	18%	-7%	-7	-0.2%	-3%	-4%
Cc1cc(C)cc(Oc2nc3c(C)cccn3c(=O)c2/C=C(\C#N)C(=O)NC2CCS(=O)(=O)C2)c1 (stereo not drawn)	14%	2%	-13%	-2	309%[activator]	-27%	-5%	-18	-0.2%	2%	-3%
CC(=O)NC(CCS(C)(=O)=O)C(=O)Nc1ccc(F)cc1Cl (stereo not drawn)	-3%	-1%	10%	3	5%	12%	7%	-26	-0.8%	-3%	-1%
CCc1ccc(Oc2coc3cc(OC(=O)c4cc5ccccc5oc4=O)ccc3c2=O)cc1	-2%	-2%	-1%	-3	34%[activator]	12%	?	4	-0.4%	3%	2%
CN(C)c1ccc(/C=N/NC(=O)Cn2nnc3ccccc32)cc1	-2%	-11%	-5%	0	37%[activator]	-13%	1%	15	-0.9%	9%	2%
O=c1c2c3c(sc2nc2n1CCCC2)CCCC3	3%	-2%	-3%	-3	1%	-27%	-5%	-24	-0.4%	-1%	-1%
CCC(C)Nc1c([N+](=O)[O-])cc(C)cc1[N+](=O)[O-] (stereo not drawn)	0%	1%	.	-2	-12%	2%	-3%	4	0.5%	4%	1%
CC1=C(C(N)=O)C(c2ccccn2)n2nc(SCc3ccccc3)nc2N1 (stereo not drawn)	-6%	4%	-1%	0	-1%	9%	?	7	0.3%	15%	0%
Cc1ccc(C(C)C)c(OCc2nnc(SCC(=O)Nc3ncc(C)s3)n2C)c1	-1%	1%	?	2	-4%	-2%	2%	-3	0.0%	0%	1%
CC1Cc2ccccc2N1C(=O)CSc1nnc(Cn2nnc3ccccc32)n1C (stereo not drawn)	-10%	-7%	-8%	2	-1%	-2%	-2%	-7	0.3%	1%	5%
O=C(COc1ccc(Cl)cc1)Nc1cc(NC(=O)COc2ccc(Cl)cc2)cc(C(=O)O)c1	-4%	-19%	?	5	8%	?	8%	31[activator]	0.1%	1%[11.5 µM]	-6%
COc1cc(/C=C2\SC(=Nc3ccc(O)cc3)NC2=O)cc(OC)c1O	1%	0%	29%	2	6%	-11%	-11%	-15	0.4%	0%	4%
COC(=O)c1c(NC(=O)COC(=O)[C@@H](NS(=O)(=O)c2cccc(Cl)c2)C(C)C)sc2c1CCC2	-3%	-1%	-1%	-3	-8%	-13%	?	-6	-0.6%	0%	0%
Cc1cccc(NC(=O)NCC2CCN(c3ccc(S(=O)(=O)N4CCOCC4)cc3)CC2)c1	-1%	-2%	36%[activator]	0	-5%	-25%	6%	5	-1.9%	-3%	-1%
CS(=O)(=O)Nc1ccc(C2=NN(C(=O)c3ccco3)C(c3ccccc3F)C2)cc1 (stereo not drawn)	-3%	3%	-16%	-9	0%	1%	?	-6	0.8%	3.2µM*	-2%
O=S(=O)(NCC1COc2ccccc2O1)c1ccc2ccccc2c1 (stereo not drawn)	-2%	-1%	0%	1	-6%	17%	-8%	0	-0.8%	3%	-4%
CC1CC(C)CN(S(=O)(=O)c2cc(C(=O)O)c(Cl)s2)C1 (stereo not drawn)	-10%	2%	1%	24	3%	25%	11%	-6	-0.3%	8%	2%
COc1ccc(OC)c(Cc2nnc(CCC(=O)N3CCN(C4CCCC4)CC3)o2)c1	2%	-11%	-6%	5	5%	16%	0%	-4	-0.8%	-4%	3%
O=C(NCc1ccccn1)c1cccc(NS(=O)(=O)c2cccc(Cl)c2)c1	-3%	1%	1%	2	-2%	10%	-2%	-16	2.8%	5%	0%

Compound activity (PubChem BioAssay)
